Source: PubChem BioAssay (several laboratories)
TNAP inh noacc: inhibitors of human TNAP without phosphate acceptor | hit rate 0.26% among 200,000 | purified TNAP, CDP-star luminescence, 30 min | inhibition, % at 20 µM | P05186;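 active means tissue-nonspecific alkaline phosphatase inhibition above about 50% at 20 µM in the single-dose screen, limit read from the data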;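 further: 0% = DMSO negative control and 100% = EDTA positive control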
Target sequence (P05186 whole entry, looked up): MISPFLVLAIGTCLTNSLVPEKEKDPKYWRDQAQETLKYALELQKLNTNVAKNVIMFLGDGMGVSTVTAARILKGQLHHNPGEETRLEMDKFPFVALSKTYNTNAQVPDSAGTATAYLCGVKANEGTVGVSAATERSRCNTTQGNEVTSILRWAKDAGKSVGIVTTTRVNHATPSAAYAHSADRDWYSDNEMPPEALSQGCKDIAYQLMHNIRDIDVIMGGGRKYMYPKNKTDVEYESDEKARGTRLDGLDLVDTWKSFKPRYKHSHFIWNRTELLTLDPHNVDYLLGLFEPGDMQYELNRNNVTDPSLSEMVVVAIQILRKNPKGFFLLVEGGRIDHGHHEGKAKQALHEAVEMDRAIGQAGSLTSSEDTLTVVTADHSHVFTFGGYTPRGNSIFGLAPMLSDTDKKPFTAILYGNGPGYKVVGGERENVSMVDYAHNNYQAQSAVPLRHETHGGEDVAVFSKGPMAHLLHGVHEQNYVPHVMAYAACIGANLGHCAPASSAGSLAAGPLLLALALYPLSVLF
bIAP act: increases bovine intestinal alkaline phosphatase activity; purified bovine IAP, CDP-star luminescence, 30 min; active compounds read high; fold of DMSO-control signal, blank-subtracted; activation factor at 20 µM; hit rate 0.17% among 200,000;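 active means activation factor of 2 or more at 20 µM, a signal rise over negative controls twice the positive control's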
TNAP act hiacc: activators of human TNAP at high phosphate acceptor concentration | purified TNAP, CDP-star luminescence, 1 M DEA, 30 min; active compounds read high; 0 = EDTA background, 1 = DMSO-only activity | AID 1136 | 200,000 tested, under 10 active | P05186 | activation factor at 20 µM;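 active means activation factor at least 2 at 20 µM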
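Test system – human TNAP · Doses – 20 µM single point · Incubation – 30 min, room temperature · Signal – luminescent substrate turnover signal · Read-out basis – activation factor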
L major viab: inhibitors of Leishmania major promastigote growth. AID 1063. Leishmania major promastigotes, resazurin fluorescence viability. inhibition, % at 10 µM. hit rate 9% among 200,000; in the data active means inhibition above about 50%;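 further: promastigotes grown with compound for 44 hours at 28 °C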
PMI act hi M6P: PMI (human) activation, high substrate; AID 1216; hit rate 0.34% among 190,000; P34949; activation factor at 20 µM; coupled PMI enzyme assay, resazurin fluorescence, 20 min; active compounds read high; 1 = untreated enzyme, 0 = substrate-free blank;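 active means activation factor of 2 or more at 20 µM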
Target sequence (P34949 whole entry, looked up): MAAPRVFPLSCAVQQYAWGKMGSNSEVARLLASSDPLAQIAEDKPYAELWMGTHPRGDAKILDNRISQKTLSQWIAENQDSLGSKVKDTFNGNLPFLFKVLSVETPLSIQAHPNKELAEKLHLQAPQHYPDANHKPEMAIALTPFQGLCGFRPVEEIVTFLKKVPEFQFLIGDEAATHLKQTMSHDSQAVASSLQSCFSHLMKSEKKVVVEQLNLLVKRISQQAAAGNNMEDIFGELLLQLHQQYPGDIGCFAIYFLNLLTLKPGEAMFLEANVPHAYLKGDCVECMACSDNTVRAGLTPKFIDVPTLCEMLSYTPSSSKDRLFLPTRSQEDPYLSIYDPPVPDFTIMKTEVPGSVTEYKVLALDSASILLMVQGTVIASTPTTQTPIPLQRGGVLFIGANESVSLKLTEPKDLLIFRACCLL
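Material: human phosphomannose isomerase with PGI, G6PDH, diaphorase coupling enzymes / Reagent: Man-6-P substrate 1.0 mM / Dosing: single compound dose of 20 µM, 1% DMSO final / Incubation: enzyme reaction with compound 20 min at room temperature / Signal: resorufin fluorescence (Ex 544/Em 590 nm) from resazurin via diaphorase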
Diaphorase act: diaphorase activation or chemical reduction counter-screen; AID 1229; hit rate 0.005% among 190,000; activation factor at 20 µM; Diaphorase/resazurin coupled assay, resorufin fluorescence, 16 min; active compounds read high; 1 = vehicle wells, 0 = NADH-free wells;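 active means diaphorase activity raised at least twofold by the compound at 20 µM; inactive means activation factor below 2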
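Material: Purified diaphorase enzyme from Clostridium kluyveri | Buffer or medium: 50 mM HEPES pH 7.4 with 4.542 mM MgCl2, 0.005% Tween 20 | Times: 16 min enzyme reaction, ambient temperature | Signal: Red resorufin fluorescence at 544/590 nm excitation/emission | Measure: Increased resorufin signal from activators or reducing compounds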
TNAP inh hi DEA: TNAP (human) inhibition, high acceptor | purified TNAP, CDP-star luminescence, 1 M DEA | inhibition, % at 20 µM | hit rate 0.03% among 200,000;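 active means over 50% inhibition of tissue-nonspecific alkaline phosphatase at 20 µM in the single-dose screen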;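 further: plate controls were DMSO wells for no effect and EDTA-quenched wells as full inhibition for full effect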
Diaph inh CS: counter-screen for diaphorase-based assays: diaphorase inhibitors and chemical oxidizers; diaphorase resazurin-to-resorufin fluorescence, NADH, 16 min; bacterial (C. kluyveri) enzyme, not human; inhibition, % at 20 µM; hit rate 0.69% among 190,000; AID 1217;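 active means primary screen inhibition at 20 µM above a set limit, cut at about 50% in these data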;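 further: plate controls were DMSO with full reaction for no effect and wells lacking NADH for full effect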
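Detection: fluorescence of resorufin formed from resazurin, Ex 544/Em 590 nm; test system: Clostridium kluyveri diaphorase enzyme; amount: 0.14 U/mL diaphorase, enzyme working solution; times: 16-min room-temperature incubation before reading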
bIAP inhibitor: blocks bovine intestinal alkaline phosphatase activity; purified bovine IAP, CDP-star luminescence, 30 min; inhibition, % at 20 µM; 190,000 tested, under 10 active; AID 1019;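 active means over 50% inhibition of intestinal alkaline phosphatase at 20 µM in the single-dose screen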
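Assay system – bovine IAP enzyme · Quantity – bovine IAP at 1/65,000,000 final dilution · Detection – CDP-star luminescence signal · Times – 30 min reaction at room temperature · Also added – CDP-star substrate at 30 µM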
PMI act: activators of human phosphomannose isomerase | P34949 | purified human PMI, coupled resazurin fluorescence, 20 min; active compounds read high; 1 = vehicle control, 0 substrate-free wells | activation factor at 20 µM | hit rate 0.005% among 190,000;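 active means activation factor of 2 or more at 20 µM, relative to plate controls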
Active calls of the source: *; · = no result given.

SMILES	TNAP inh noacc	bIAP act	TNAP act hiacc	L major viab	PMI act hi M6P	Diaphorase act	TNAP inh hi DEA	Diaph inh CS	bIAP inhibitor	PMI act
Cc1cccc(C(=O)Nc2cccc(OCC(=O)O)c2)c1	-6	1.1	1	-6	1	1	0	1	-7	1
Cc1cc(C)cc(OCC(=O)N(Cc2cccs2)C2CCS(=O)(=O)C2)c1 (configuration not stated)	-8	1.1	1	-7	0.9	0.8	-2	16	-6	0.8
O=C1C=C(c2ccc(Cl)cc2)C(=O)N1Nc1ccccc1	-22	0.9	1.1	-3	0.9	0.9	-5	14	5	1
O=c1c(F)cn(C2CCCO2)c(=O)n1Cc1ccccc1Cl (configuration not stated)	-14	0.9	1.1	-5	0.9	0.9	-8	15	10	0.9
C/C(=N\N1C(=O)c2ccccc2NC1c1ccco1)c1ccccc1O (configuration not stated)	-18	1.2	1	90*	1.1	1	-4	2	-19	1.1
O=C(COC(=O)c1ccccc1C(=O)c1ccc(Cl)cc1)NCc1ccccc1	-14	0.8	1	12	0.9	0.8	-4	23	18	0.9
Cc1nc(C)c2c(c1C(F)(F)F)-c1ccccc1C2(F)F	-4	0.9	1	-8	1	1.1	2	-6	10	1
Cc1nc2ccccn2c1C(=O)N/N=C/c1ccc([N+](=O)[O-])o1	15	0.8	0.7	100*	0.7	0.8	27	19	17	1.2
Cc1ccc(N2CCN(C(=O)c3cc(C(=O)c4ccccc4C)c[nH]3)CC2)c(C)c1	3	1	1	9	0.8	0.7	-2	32	1	0.8
CCCC(=O)Nc1nc(C)c(-c2csc(Nc3ccccc3OC)n2)s1	-4	1	1.1	59*	0.8	0.8	-6	17	4	0.7
Cc1ncc(CO)c(/C=N/NC(=O)c2cc3c(s2)CCCC3)c1O	-72	1.1	1	98*	1.4	0.7	2	32	-8	1.2
Cc1ccc(CNC(=O)CCS(=O)(=O)c2ccc(Br)s2)o1	-10	0.9	1	-6	1.1	0.9	0	11	10	1.1
O=C(c1cc2cc([N+](=O)[O-])ccc2oc1=O)N1CCN(C2CCCCC2)CC1	11	0.9	0.9	-1	0.8	0.9	13	12	8	0.9
CC(OC(=O)c1cc2c(ccc3ccccc32)oc1=O)c1nc2ccccc2s1 (configuration not stated)	-6	1	1	-7	1	0.8	-2	15	4	0.9
Cc1noc(C)c1C(=O)Nc1sc2c(c1C(N)=O)CCCCC2	-9	0.9	1	-10	1.1	1	-3	-1	7	1
CCCCOC(=O)CSc1nnc(-c2cc(OC)c(OC)c(OC)c2)o1	-12	0.9	1	-1	1	0.9	-4	13	5	0.9
CC(=O)Nc1ccc(/C=N/OCC(=O)Nc2ccc(C)cc2)cc1	-5	1.1	1.1	49	0.9	0.9	-8	14	-12	1
CCOC(=O)c1[nH]c(C)c(C(=O)N2CCN(c3ccc(F)cc3)CC2)c1C	-6	1	1	5	1.3	0.9	-2	10	3	1.1
CCOC(=O)C1CCN(CC(=O)Nc2c(C(=O)OC)[nH]c3cccc(C)c23)CC1	-6	1.1	1	-2	0.9	0.9	-3	13	-9	0.9
CC(NC(=O)OC(C)(C)C)C(=O)N1CCCC1C(=O)NC(Cc1ccccc1)C(N)=O (configuration not stated)	12	1	0.9	-2	1	0.9	6	7	-4	1

Single records, from the list above. Values in the order: TNAP inh noacc	bIAP act	TNAP act hiacc	L major viab	PMI act hi M6P	Diaphorase act	TNAP inh hi DEA	Diaph inh CS	bIAP inhibitor	PMI act
CC(NC(=O)OC(C)(C)C)C(=O)N1CCCC1C(=O)NC(Cc1ccccc1)C(N)=O (configuration not stated) in the list: 12	1	0.9	-2	1	0.9	6	7	-4	1
CCOC(=O)C1CCN(CC(=O)Nc2c(C(=O)OC)[nH]c3cccc(C)c23)CC1 in the list: -6	1.1	1	-2	0.9	0.9	-3	13	-9	0.9

Remaining list, next part.
SMILES	TNAP inh noacc	bIAP act	TNAP act hiacc	L major viab	PMI act hi M6P	Diaphorase act	TNAP inh hi DEA	Diaph inh CS	bIAP inhibitor	PMI act
CCN(CC)c1ccc(NC(=O)C2CCCN(S(=O)(=O)c3cnc[nH]3)C2)c(C)c1 (configuration not stated)	-10	1.1	1	-3	0.9	0.9	1	12	-8	1
CCCCCc1nc2sc3c(c2c(=O)n1NC(=O)c1ccc([N+](=O)[O-])cc1)CC(C)(C)OC3	14	1.2	1	-4	1	0.8	-2	18	-22	0.9
COc1ccccc1N=C1SC(C(=O)Nc2ccc(F)cc2)CC(=O)N1C (configuration not stated)	-11	0.9	1.1	7	1.1	0.9	-7	13	14	0.9
CC1Cc2ccccc2N1S(=O)(=O)c1c(N)n(C)c(=O)n(C)c1=O (configuration not stated)	-12	0.9	1	100*	1	1	-3	4	10	1
COc1ccc(Cl)cc1NC(=O)C(C)N(C)Cc1ccc(C(F)(F)F)cc1 (configuration not stated)	-8	0.9	1	6	1	1	-2	4	8	0.9
COc1cc2[nH]c(=O)c(C(=O)NCCCN3CCCCC3)c(O)c2cc1OC	-1	1.2	1	94*	0.8	1	-1	-5	-15	0.9
COC(=O)c1ccc(C(=O)OC)c(NC(=S)N2CCN(c3ccccn3)CC2)c1	-1	0.9	1	5	0.9	0.9	1	9	7	0.9
CCOC(=O)c1cc(-c2ccc(C)cc2)nc2nc(SC)[nH]c(=O)c12	-2	0.9	1	56*	1.1	1	3	-1	7	1.1
CN(C)C(=O)c1cc(C(=O)c2ccccc2C(F)(F)F)c[nH]1	-8	1	1	-5	1.2	1	0	-5	1	1.1
O=C(Nc1ccc(OCc2ccccc2)cc1)c1ccccc1	-19	0.8	1.1	-7	1.1	0.9	-9	14	21	1.1
O=C(NCc1ccc(F)cc1)C(c1cccs1)N(C(=O)c1csnn1)C1CC1 (configuration not stated)	-6	1.1	1	-1	1	0.9	-1	10	-10	1
CCOC(=O)c1ccc(NC(=S)N(CCN2CCCCCC2)Cc2ccco2)cc1	-7	0.8	1	95*	1	1.1	0	-11	24	1
COc1ccc(NC(=O)CSc2c(C)nn(-c3nnc(C)c(=O)[nH]3)c2C)cc1	-6	0.9	1	-3	0.9	0.8	-3	15	5	0.9
O=C(c1cc(-c2ccccc2O)on1)N1CCCC1	-14	1	1	-11	1	0.9	-2	11	5	1.1
COc1ccc(C(=O)COC(=O)CNS(=O)(=O)c2ccc(C)cc2)cc1	-17	0.9	1	-7	1	0.9	-4	15	14	0.9
CC(=O)c1ccc(N2CCN(C(=O)c3ccc(NC(=O)C4CCCO4)cc3)CC2)cc1 (configuration not stated)	-5	1	1	-6	1	1	-2	2	2	1
CCOC(=O)c1cc(NC(=O)N2CCCCC2)c(C)nc1C	-7	1	1	-3	1	0.9	0	6	1	0.9
COC(=O)c1c(NC(C)=O)sc(C(=O)Nc2ccccc2OC)c1C	-8	1.1	1.1	-6	0.9	0.8	-5	19	-11	0.9
CCN1C(=O)/C(=C/N(C)c2ccccc2)OC1=S	-6	0.9	1	-5	1	1	4	-1	7	1
Cc1c(Cl)cccc1NC(=O)CN1C(=O)CSc2ncccc21	-4	1.2	1	3	1	0.9	5	10	-19	1.1

Quoted from the listing (3 entries):
SMILES	TNAP inh noacc	bIAP act	TNAP act hiacc	L major viab	PMI act hi M6P	Diaphorase act	TNAP inh hi DEA	Diaph inh CS	bIAP inhibitor	PMI act
COC(=O)c1c(NC(C)=O)sc(C(=O)Nc2ccccc2OC)c1C	-8	1.1	1.1	-6	0.9	0.8	-5	19	-11	0.9
CCN1C(=O)/C(=C/N(C)c2ccccc2)OC1=S	-6	0.9	1	-5	1	1	4	-1	7	1
Cc1c(Cl)cccc1NC(=O)CN1C(=O)CSc2ncccc21	-4	1.2	1	3	1	0.9	5	10	-19	1.1

Remaining list, next part.
SMILES	TNAP inh noacc	bIAP act	TNAP act hiacc	L major viab	PMI act hi M6P	Diaphorase act	TNAP inh hi DEA	Diaph inh CS	bIAP inhibitor	PMI act
Cn1ncc([N+](=O)[O-])c1C(=O)N/N=C/c1ccc(F)cc1	-10	1	1.1	0	1	1	-6	4	2	1.1
COc1ccc(C(=O)/C=C/Nc2cc(C)on2)cc1	-4	0.6	1	-5	1	1	-1	2	36	1
Cc1ccc(C)c(S(=O)(=O)N2CCCOC2CNC(=O)C(=O)NCc2cccnc2)c1 (configuration not stated)	-9	1.1	1	0	0.9	1	-4	1	-12	1
O=C(Oc1cc(-c2ccccc2)no1)c1ccc(F)cc1	-2	0.9	1	-6	1.2	1	-2	4	11	1.2
COc1cc2c(cc1OC)-c1cc(NCc3ccccn3)nc(=O)n1CC2	-7	0.9	1	-2	1.2	0.9	-4	9	15	1
O=C1c2ccccc2C(Nc2ccc(Cl)cn2)N1c1cccnc1 (configuration not stated)	22	0.9	1	2	0.9	0.9	-1	14	10	1.1
Cc1ccccc1CSc1nsc(N)n1	2	1	1	-8	1.1	0.9	-4	6	-1	1.1
COC(=O)c1ccccc1NC(=O)Cn1nc2n(C)c3ccccc3n2c(=O)c1=O	-16	0.9	1	-5	1	0.9	2	14	6	0.9
c1ccc2c(c1)NC1(CCCCC1)n1c-2nc2ccccc21	-17	0.9	1.1	42	0.9	0.6	-8	44	5	0.9
CCOc1ccc2[nH]c(=O)c(CN(C(=O)N3CCOCC3)C3CC3)cc2c1	-12	0.9	1	·	1.1	0.8	-5	18	11	1.1

Sorted by length of the SMILES (descending): some entries from above
SMILES	TNAP inh noacc	bIAP act	TNAP act hiacc	L major viab	PMI act hi M6P	Diaphorase act	TNAP inh hi DEA	Diaph inh CS	bIAP inhibitor	PMI act
COc1ccc(Cl)cc1NC(=O)C(C)N(C)Cc1ccc(C(F)(F)F)cc1 (configuration not stated)	-8	0.9	1	6	1	1	-2	4	8	0.9
CCOC(=O)c1ccc(NC(=S)N(CCN2CCCCCC2)Cc2ccco2)cc1	-7	0.8	1	95*	1	1.1	0	-11	24	1
c1ccc2c(c1)NC1(CCCCC1)n1c-2nc2ccccc21	-17	0.9	1.1	42	0.9	0.6	-8	44	5	0.9
CCN1C(=O)/C(=C/N(C)c2ccccc2)OC1=S	-6	0.9	1	-5	1	1	4	-1	7	1

Going on with the list.
SMILES	TNAP inh noacc	bIAP act	TNAP act hiacc	L major viab	PMI act hi M6P	Diaphorase act	TNAP inh hi DEA	Diaph inh CS	bIAP inhibitor	PMI act
O=C1OC(N2CCN(C(=O)c3ccco3)CC2)c2ccccc21 (configuration not stated)	-8	0.8	1	-4	1	1	-2	3	15	1
NC(=O)Cn1c(-c2nonc2N)nc2ccccc21	-13	1.2	1	-5	1	1	-4	1	-24	1
CC1=C(C(=O)N2CCOCC2)C(c2ccc(OC(F)F)cc2)NC(=S)N1c1ccccc1 (configuration not stated)	-10	0.9	1	-3	1.1	0.9	-4	6	6	1.1
O=C(NCCCCNC(=O)c1ccc(Cl)s1)c1ccc(Cl)s1	-12	1.2	1	-3	1.3	1	-3	-1	-17	1.3

Not a hit list; 10% or so of the library scored in one or more.
